High-throughput results (PubChem)
M. tuberculosis GlmU = inhibition of mycobacterial GlmU enzyme – biochemical, glucosamine-1-phosphate acetyltransferase (AID 1376) | 220,000 compounds, 0.25% hits | inhibition, %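 (tested at 30 µM in the primary screen)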; hits with a dose series show IC50 in µM | M. tuberculosis GlmU acetyltransferase enzyme assay; higher % means a stronger effect; in the data active = inhibition above about 13%; inconclusive = no clear call, values can overlap the other calls;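 also: 0% = complete reaction with vehicle and 100% = reaction without substrate; strong numbers were not always called active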
RmlCD inh 1536 = blocks M. tuberculosis RmlC and RmlD coupled enzymes; RmlC+RmlD coupled enzyme assay, percent inhibition; primary screen in compound mixtures; inhibition, % at 3.6 µM; 160,000 compounds, 0.03% hits; P9WH09+P9WH11; in the data active = inhibition mostly above about 34%, no sharp cut-off; inconclusive = no clear call, values can overlap the other calls; inactive = mostly below about 22%; also: some results filed as inactive read as strong as hits
Target sequence (P9WH09 whole entry, looked up): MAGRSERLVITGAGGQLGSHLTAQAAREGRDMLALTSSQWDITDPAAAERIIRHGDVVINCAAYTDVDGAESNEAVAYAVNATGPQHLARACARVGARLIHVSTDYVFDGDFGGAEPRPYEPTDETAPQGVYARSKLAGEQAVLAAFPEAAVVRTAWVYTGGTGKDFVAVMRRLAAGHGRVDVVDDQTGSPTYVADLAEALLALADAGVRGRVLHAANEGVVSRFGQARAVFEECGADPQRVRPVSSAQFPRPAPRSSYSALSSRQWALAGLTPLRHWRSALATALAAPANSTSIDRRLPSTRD
Target sequence (P9WH11 whole entry, looked up): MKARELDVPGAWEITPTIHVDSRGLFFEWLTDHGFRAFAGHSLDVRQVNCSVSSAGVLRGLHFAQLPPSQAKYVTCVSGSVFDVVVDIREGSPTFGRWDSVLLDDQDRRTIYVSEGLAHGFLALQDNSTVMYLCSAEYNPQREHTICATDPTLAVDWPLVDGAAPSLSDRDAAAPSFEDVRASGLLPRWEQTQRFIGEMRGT
The depositor's hits bear a star; ? = inconclusive; / = not tested or not shown. Some of the compounds tested; count on the stated rates, not on these rows.

Structure | M. tuberculosis GlmU | RmlCD inh 1536
CC(C)C[C@@H](CO)NC(=O)CC[C@H](NC(=O)OC(C)(C)C)C(=O)N(Cc1ccccc1)Cc1ccccc1 | -3.2% | /
CCc1c(C(=O)NNC(=S)NCCc2ccccc2)csc1C | 1.2% | 15.5
CC1(C)CC(=O)c2sc(NC(=O)Cc3cccs3)nc2C1 | -0.2% | /
COc1ccc2[nH]c(C(=O)N(Cc3ccccn3)Cc3ccccn3)cc2c1 | -4.6% | 8.3
Cc1ccc(OCC(=O)NC2CC(C)(C)NC(C)(C)C2)c(C)c1 | -4.5% | -10.2
Cc1ccc(C)c(S(=O)(=O)N2CCN(CC(=O)NC(=O)NCc3ccccc3)CC2)c1 | -2.0% | 8.9
Cc1[nH]c2ccc(C(=O)N3CCCCC3)cc2c1C | 0.4% | -4.5
CC(C)c1ccc(N=C(N)N=C(N)N)cc1 | -4.1% | -12.5
CCC1CC(/C(C)=N/NC(N)=O)OC1=O (configuration not stated) | 1.8% | -10.8
CC(C)(C)C(=O)O/N=C(\N)c1c(Cl)cccc1Cl | 3.1% | -6.0
COC(=O)c1ccc(C(=O)Nc2ccc(C(C)C)cc2N)cc1 | -0.2% | -5.8
CCOc1cc(N2CCOCC2)c(OCC)cc1NC(=O)CSc1ncccn1 | -1.5% | -11.5
Fc1ccc(CNc2cnccn2)cc1 | 1.6% | -9.0
O=C(Cn1cnc2c(oc3ccccc32)c1=O)N1CCCC1 | -6.4% | 6.5
Cc1ccc(/C=C/C(=O)O)cc1S(=O)(=O)NC1CCS(=O)(=O)C1 (configuration not stated) | -0.6% | -8.6
Cc1csc(Nc2ccccc2)[n+]1-c1ccccc1 | 8.0% | -9.7
Cc1cc(NC(=O)c2ccccc2O)nc(C)n1 | 5.5% | -12.3
CC(=O)c1ccc(NC(=O)CSc2nc(=O)cc(N)n2-c2ccccc2)cc1 | 0.3% | -12.5
O=C(NCCCN1CCN(c2ccccc2)CC1)Nc1ccccc1C(F)(F)F | 4.0% | 13.7
Nc1nc(-c2cccs2)c(NC(=O)c2ccccc2)s1 | 1.1% | /
CCCN1CNc2c(c(=O)[nH]c(=S)n2-c2ccc(Cl)cc2)C1 | 2.4% | -0.2
O=C1CC(C(=O)Nc2cccc(F)c2)n2ncnc2N1 (configuration not stated) | -2.9% | 3.2
CC(=O)NCc1ccc(-c2nc3ccccc3s2)cc1 | -2.7% | -3.0
O=C(CSc1nc2ccccc2c(=O)n1CCCN1CCOCC1)N1CCN(c2ccccc2)CC1 | -4.3% | 8.9
OC1CCN(c2ncnc3c2nnn3Cc2c(F)cccc2Cl)CC1 | / | -2.2
Clc1cccc(-c2nnc(SC/C=C/c3ccccc3)n2Cc2ccco2)c1 | -1.4% | /
O=S(=O)(c1ccc(N2CCOCC2)cc1)N1CCOCC1 | -3.4% | /
COc1cccc2cc(C(=O)N3CCN(C45CC6CC(CC(C6)C4)C5)CC3)c(=O)oc12 | -2.9% | 9.0
COc1cc(-c2n[nH]c(=S)n2-c2cc(C(F)(F)F)ccc2Cl)cc(OC)c1OC | 0.9% | /
CCCn1c(=O)c2ccccc2n2c(SCC(=O)c3ccccc3)nnc12 | 8.6% | 16.2
O=C(NCCNC(=O)c1cccs1)c1ccco1 | -3.0% | -4.9
COc1ccc(-c2cc3nc(-c4ccccc4)cc(N4CCC(O)CC4)n3n2)cc1 | -0.2% | 7.7
O=C1CC(c2ccccc2)CC(O)=C1C=NCCCO (configuration not stated) | -2.9% | 3.3
COc1ccccc1C(=O)N/C(=C/c1cccc([N+](=O)[O-])c1)C(=O)Nc1cccc(C(=O)O)c1 | -4.0% | -7.5
CS(=O)(=O)c1cccc(C(=O)NC(c2ccccc2)c2ccccc2)c1 | -1.7% | 2.2
COCCn1c(SCC(=O)N2CCCC2)nnc1C(C)C | -1.1% | -1.1
NC(=O)N/N=C/c1coc2ccc3ccccc3c2c1=O | 0.3% | 74.3
Cc1nc(SCC(=O)Nc2c(C)n(C)n(-c3ccccc3)c2=O)[nH]c(=O)c1C | -3.8% | /
Cc1ccc2cc(C#N)c(N3CCCN(C(=O)C4CCCO4)CC3)nc2c1 (configuration not stated) | -1.6% | 4.6
COc1ccc(-n2cnc3cc(NCc4ccccn4)ccc32)cc1 | -3.2% | -8.2

The final 2 entries of the part before come first, to join the parts:
Structure | M. tuberculosis GlmU | RmlCD inh 1536
Cc1ccc2cc(C#N)c(N3CCCN(C(=O)C4CCCO4)CC3)nc2c1 (configuration not stated) | -1.6% | 4.6
COc1ccc(-n2cnc3cc(NCc4ccccn4)ccc32)cc1 | -3.2% | -8.2
CC(=O)N/C(=C/c1ccc2c(c1)OCO2)C(=O)O | -7.6% | 5.9
CCOc1cc(NS(=O)(=O)c2ccc(Cl)cc2)c(OCC)cc1NC(=O)CC(C)C | 7.1% | /
Cc1onc(C(=O)NCc2ccccn2)c1[N+](=O)[O-] | / | 4.6
CCCCOCCCn1c(N)c(C(=O)OCCOC)c2nc3ccccc3nc21 | 0.4% | -15.5
COc1ccc(-n2ccnc2CN2CCN(C3CCCC3)C(CCO)C2)cc1 (configuration not stated) | -0.2% | 8.7
COc1ccc2cc(/C=C3\SC(=S)NC3=O)c(N3CCOCC3)nc2c1 | -1.4% | 6.3
COC(=O)CSc1nnc(C)n1-c1cccc(OC)c1 | -0.8% | 0.5
Cc1cc(C)cc(NCc2cc3c(cc2[N+](=O)[O-])OCO3)c1 | 12.2% | 3.8
Cc1cc(C)cc(N2CC34C=CC(O3)C(C(=O)OCC(=O)NCc3ccco3)C4C2=O)c1 (configuration not stated) | -2.9% | 14.8
Nc1cnn(Cc2ccccc2F)c1 | 0.1% | 6.3
Cc1cc(C(=O)CSc2nnc(-c3cccs3)o2)c(C)n1-c1ccccc1 | 3.5% | -1.6
CCOC(=O)Cn1cc(C#N)c(=O)[nH]c1=O | -6.6% | 15.6
O=C(N/N=C/c1c(F)cccc1Cl)c1ccc(Cn2cc(Br)cn2)o1 | -2.4% | -1.1
O=C(Nc1nnc(CC(=O)N2CCOCC2)s1)C1COc2ccccc2O1 (configuration not stated) | 6.2% | 13.2
O=C(O)CNC(=O)C1COc2ccccc2O1 (configuration not stated) | 2.1% | /
CC(C)N1CCC2(CC1)Oc1ccc(Br)cc1C1CC(c3cccnc3)=NN12 (configuration not stated) | -7.8% | /
Fc1ccccc1Cn1nnc(-c2ccc3c(c2)OCO3)n1 | 3.7% | 0.7
COc1ccc(Cl)cc1C(=O)Nc1ccc(Br)c(C)n1 | -2.6% | -4.5
O=C(CSCc1ccccc1F)NCc1ccc(F)cc1 | -1.9% | 7.0
CCOC(=O)N1CCN(C(=O)c2ccc3c(=O)n(-c4ccccc4F)c(=S)[nH]c3c2)CC1 | 2.7% | 4.5
CCOC(=O)c1c(NC(=O)CN2CCN(c3ccc(Cl)cc3)CC2)sc(C)c1C | -7.0% | ?
CC(C)(C)NS(=O)(=O)c1cccc2nsnc12 | -2.4% | /
CCOC(=O)Cn1c(=NC(=O)CSC(C)=O)sc2cc(OC)ccc21 | 5.0% | /
O=C(NC(=S)Nc1ccccn1)c1cc(-c2ccccc2)nc2ccccc12 | -6.3% | -5.4
Cc1ccc(-c2nn(C)c(=O)c3ccccc23)cc1S(=O)(=O)NCCN(C)C | -5.6% | 6.3
CCc1ccc(N2CCN(C(=O)c3ccc(OC)c(OC)c3)CC2)cc1 | 10.9% | /
CNC(=O)N(C)c1nnc(C(C)(C)C)s1 | 6.5% | /
COc1ccc(N=C(NN)c2ccc3ccccc3n2)cc1 | -9.5% | 18.3
Cc1ccc(NC(=O)NC2CCCCC2)cc1S(=O)(=O)N1CCOCC1 | -1.6% | -9.9
COCCCn1c(C)nnc1SCC(=O)NCc1ccco1 | 0.2% | /
S=C(Nc1ccc(Oc2ccccc2)cc1)NC1CCCCC1 | 1.9% | -4.9
Cc1nn(-c2ccccc2)c(C)c1NC(=O)c1cccs1 | 2.3% | 104.0
Cc1cc(Nc2ccc(F)c(F)c2)nc(-c2ccccc2O)n1 | 5.1% | -11.4
CC1=C(C#N)C(=O)NC(=O)/C1=C\c1ccc(-c2ccc(C)cc2[N+](=O)[O-])o1 | 4.5% | -10.2
CCn1c(-c2cc(Br)cc(OC)c2O)nc2cc(S(=O)(=O)N(C)C)ccc21 | 0.8% | 3.8
Cc1ccc(N=Nc2c(N)nn3c(N)c(C#N)c(C)nc23)cc1 | -1.7% | -5.3
CC(C)C(=O)NC(c1ccc([N+](=O)[O-])cc1)c1c(O)ccc2ccccc12 (configuration not stated) | -5.5% | 15.0
CCOC(=O)C1=C(C)Nc2nc3ccccc3n2C1c1ccccc1 (configuration not stated) | 4.6% | 4.1
CCC(Oc1ccccc1)C(=O)N(Cc1ccccc1)c1ccccn1 (configuration not stated) | 2.1% | /
Cn1c(=O)c2c(nc(N3CCN(c4ccccn4)CC3)n2Cc2ccc(Cl)cc2Cl)n(C)c1=O | / | 8.0
Cc1nc(SCC(=O)c2ccccc2)n[nH]1 | 0.6% | /
Cc1cccc(/C=C2\CS/C(=C\c3cccc(C)c3)C2=O)c1 | -5.3% | 12.3
CS(=O)(=O)Nc1ccccc1C(=O)NCc1ccccc1Cl | -1.0% | /
O=C(c1cccc(F)c1)N1CCN(c2ccc([N+](=O)[O-])c3cccnc23)CC1 | -0.2% | -6.8
Cc1ccc(NC(=S)N(Cc2cccs2)Cc2cc3cccc(C)c3[nH]c2=O)cc1 | 0.8% | -10.1
O=C(Cn1cc(C(=O)C2CCCCC2)c2ccccc21)NCC1CCCO1 (configuration not stated) | 3.1% | 4.8
O=C(N/N=C/c1cccs1)c1ccc(-n2cccc2)cc1 | -5.0% | -6.2
NS(=O)(=O)c1cccc(NC(=S)NC(=O)c2cccc([N+](=O)[O-])c2)c1 | -6.4% | /
COc1cccc(-c2nc(-c3ccc(Br)o3)no2)c1 | 4.8% | 7.5
CNC(=O)CSc1nc2ccccc2c(=O)n1-c1cc(OC)ccc1OC | 0.6% | /
O=C(O)c1cn(-c2ccc(F)c(F)c2)c2c(F)c(F)c(F)c(F)c2c1=O | 10.4% | 8.3
CC(C)Cn1c(N)c(C(=O)COC(=O)c2ccc(F)cc2)c(=O)n(C)c1=O | 5.9% | 6.0
COCc1cc(=O)[nH]c(/N=C(\N)Nc2ccc(Oc3ccccc3)cc2)n1 | 5.2% | -5.2
O=C(NNS(=O)(=O)c1cc(Cl)cc(Cl)c1)c1sccc1-n1cccc1 | 13.9%* | /
COc1cccc2cc(/C(=N/O)c3ccccc3)oc12 | -2.1% | -13.8
O=C1CNC(=O)/C1=C\N1CCCCC1 | 4.3% | -4.1
CCOC(=O)c1ccccc1N1C(=O)C2Sc3[nH]c(=O)sc3C(/C=C/c3ccccc3)C2C1=O (configuration not stated) | 3.1% | -1.0
COc1ccc(CC2(C)OC(c3ccc(C)c([N+](=O)[O-])c3)=NN2C(C)=O)cc1 (configuration not stated) | 5.2% | -11.2
O=C(CSc1nc2ccccc2o1)Nc1ccc(Cl)cc1 | 0.1% | -6.0
Cn1c(N)cc(=O)n(Cc2ccccc2)c1=O | 2.3% | /

Reformatted with values under each structure: entries from further up.
Values in the order: M. tuberculosis GlmU | RmlCD inh 1536
CNC(=O)CSc1nc2ccccc2c(=O)n1-c1cc(OC)ccc1OC
 : 0.6% | /
CS(=O)(=O)Nc1ccccc1C(=O)NCc1ccccc1Cl
 : -1.0% | /
O=C1CNC(=O)/C1=C\N1CCCCC1
 : 4.3% | -4.1
O=C(N/N=C/c1cccs1)c1ccc(-n2cccc2)cc1
 : -5.0% | -6.2

(further entries)
Structure | M. tuberculosis GlmU | RmlCD inh 1536
COc1ccc(CCNC(=O)Cc2cc(OC)c(OC)cc2Br)cc1OC | -1.6% | /
CC1CC1C(=O)OCC(=O)Nc1cccc([N+](=O)[O-])c1 (configuration not stated) | -1.3% | -4.5
Cn1c(O)c(C(=NCCN2CCCCC2)c2ccccc2Cl)c(=O)n(C)c1=O | -7.9% | 4.6
O=C(Nc1ccc(N2CCOCC2)cc1)Nc1ccc(Cl)c(Cl)c1 | 1.4% | -1.3
CCOCCCNC(=O)/C(C#N)=C/c1ccc(C)o1 | -0.8% | -3.0
CC1(C)CC2CC(C)(CN2C(=O)NC(=O)c2ccccc2)C1 (configuration not stated) | 0.8% | 8.6
CCCCC(=O)NC1=NC(=O)C(C)(C)S1 | 5.6% | 10.7
COCCN1C(=O)N[C@@H](c2ccccc2)C(C(C)=O)=C1C | 3.7% | /
CCn1nc(C)cc1-c1n[nH]c(=S)n1N | -1.2% | /
CCN(C(=O)COc1ccccc1[N+](=O)[O-])C1CCS(=O)(=O)C1 (configuration not stated) | -4.5% | 28.0
COc1cc(C)c(Cl)cc1S(=O)(=O)NCC1CCCO1 (configuration not stated) | 1.5% | /
O=C(CSc1nnc2ncccn12)N1CCCCCC1 | 4.0% | 9.0
O=C(NC1CCCC1)C(c1ccc(F)cc1)N(C(=O)Cc1cccs1)c1ccc2c(c1)OCCO2 (configuration not stated) | -4.6% | -6.3
Nc1nn(S(=O)(=O)c2ccccc2)cc1-c1ccc([N+](=O)[O-])cc1 | 2.2% | -6.7
CCOC(=O)c1cccc(NC(=O)CN(c2ccc(C)cc2)S(=O)(=O)c2c(C)noc2C)c1 | 0.1% | 4.1
Cc1ccc(-c2nn(CCC(=O)O)cc2/C=C\C(=O)c2ccc(Br)cc2)cc1 | 7.3% | -15.4
O=C(Nc1ccc2c(c1)OCCO2)N1CCN(c2ccc(F)cc2)CC1 | 4.8% | 11.6
